CYP2C19 activ – activators of human cytochrome P450 2C19; 96,000 tested, under 10 active; AID 1025; recombinant CYP2C19, luciferin-H EGE luminescence; active compounds read high; 0 = fully inhibited enzyme, 1 = untreated enzyme; activation factor at 5 µM; P33261;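 active = activation factor of at least 2 at 5 µM in the primary screen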;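 note: 0 = wells with 2.5 mM tranylcypromine and 1 = vehicle-only wells; values of inactives mirror those of a sister screen read the other way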
Target sequence (P33261 whole entry, looked up): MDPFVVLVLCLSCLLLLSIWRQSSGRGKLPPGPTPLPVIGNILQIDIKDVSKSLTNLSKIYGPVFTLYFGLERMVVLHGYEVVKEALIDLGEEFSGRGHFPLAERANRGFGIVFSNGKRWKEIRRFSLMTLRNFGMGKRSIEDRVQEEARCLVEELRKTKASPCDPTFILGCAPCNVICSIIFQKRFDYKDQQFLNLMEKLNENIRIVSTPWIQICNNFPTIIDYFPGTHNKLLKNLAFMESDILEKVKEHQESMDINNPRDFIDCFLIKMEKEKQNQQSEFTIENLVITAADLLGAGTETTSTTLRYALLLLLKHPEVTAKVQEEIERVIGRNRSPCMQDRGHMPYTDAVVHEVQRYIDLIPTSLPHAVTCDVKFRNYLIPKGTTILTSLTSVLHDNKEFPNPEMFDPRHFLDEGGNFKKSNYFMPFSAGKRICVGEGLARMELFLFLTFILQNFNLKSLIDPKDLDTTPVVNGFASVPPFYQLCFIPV
CYP2C19 inh – human CYP2C19 inhibition; AID 778; inhibition, % at 5 µM; 96,000 tested, 21% active; CYP2C19 Supersomes, luciferin-H EGE luminescence, 30 min;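 active = CYP2C19 inhibition above a set limit at 5 µM in the primary screen, cut at about 50% in these data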;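 note: plate controls were negative control wells for no effect and 2.5 mM tranylcypromine positive control for full effect; values of inactives mirror those of a sister screen read the other way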
PLAP activator – activates human placental alkaline phosphatase. P05187. purified PLAP enzyme, luminescent substrate read-out; active compounds read high. activation fold at 20 µM. 96,000 tested, 1.2% active; in the data active = activation fold above about 2
MT1-MMP txn act – MT1-MMP promoter transcription activation | HT1080 MT1-MMP promoter luciferase reporter, luminescence, overnight; active compounds read high | activation factor at 10 µM | 86,000 tested, 0.16% active;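 active = activation factor of at least 2 for MT1-MMP transcription at 10 µM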
CYP2C9 inh – inhibitors of human CYP2C9 | CYP2C9 Supersomes, luciferin-H conversion, luminescence | 96,000 tested, 20% active | AID 777 | inhibition, % at 5 µM;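 active = blocking of liver enzyme CYP2C9 beyond about 50% at 5 µM, limit read from the data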; note: values of inactives mirror those of a sister screen read the other way
Target sequence (P11712 whole entry, looked up): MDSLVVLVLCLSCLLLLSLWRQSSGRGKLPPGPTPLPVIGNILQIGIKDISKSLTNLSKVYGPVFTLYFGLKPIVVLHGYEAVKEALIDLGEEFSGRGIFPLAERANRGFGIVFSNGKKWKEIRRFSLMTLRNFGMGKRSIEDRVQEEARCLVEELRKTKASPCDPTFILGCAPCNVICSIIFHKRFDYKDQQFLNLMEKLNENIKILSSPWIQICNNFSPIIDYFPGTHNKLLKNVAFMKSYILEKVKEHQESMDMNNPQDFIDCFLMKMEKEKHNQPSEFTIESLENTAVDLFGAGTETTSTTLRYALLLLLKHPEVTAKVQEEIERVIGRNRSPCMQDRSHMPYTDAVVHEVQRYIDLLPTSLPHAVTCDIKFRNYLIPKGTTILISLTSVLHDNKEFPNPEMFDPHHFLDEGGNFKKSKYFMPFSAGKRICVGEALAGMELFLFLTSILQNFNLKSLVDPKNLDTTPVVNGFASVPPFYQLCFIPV
CD11b adhes enh – enhancers of human CD11b/CD18 binding to fibrinogen; AID 1499; K562 CD11b/CD18 adhesion to fibrinogen, ATPlite luminescence; activation, % at 10 µM; P05107+P11215; 93,000 tested, 0.07% active;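 active = 10 µM primary screen giving 50% or more activity, confirmed by 40% or more on retest at that dose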; note: strong numbers were not always called active; reference of the scale not given here
CYP2C9 activ – CYP2C9 (human) activation; 96,000 tested, 1.4% active; P11712; recombinant CYP2C9, luciferin-H conversion, luminescence; active compounds read high; factor 1 = untreated enzyme, 0 = blocked; activation factor at 5 µM;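 active = activation factor of 2 or more for CYP2C9 at a 5 µM dose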;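 note: 0 = sulfaphenazole-blocked wells and 1 = vehicle-only wells; values of inactives mirror those of a sister screen read the other way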
CD11b adhes inh – blocks human CD11b/CD18 adhesion to fibrinogen. 93,000 tested, 0.54% active. AID 1497. K562 CD11b/CD18 adhesion to fibrinogen, ATPlite luminescence; Mn2+ added to activate the integrin. P05107+P11215. inhibition, % at 10 µM;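 active = primary inhibition of 50% or more at 10 µM, then 40% or more on retest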; note: some results filed as inactive read as strong as hits
Pyk2 oligo antag – antagonists of human Pyk2 oligomerization; Q293 cells, Pyk2 FERM NanoBiT luminescence; active compounds read low; Q14289; AID 1347419; z-score (the deposit names both 25 µM and 10 µM); 99,000 tested, 0.83% active;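 active = Z-score of -3 or lower, scaled per plate to the spread of control and sample wells; inactive = z-score above -3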;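 note: negative z-score means lost luminescence so less FERM oligomerization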
* = called active by the depositor; x = not tested or not shown.

The line under a structure holds: CYP2C19 activ	CYP2C19 inh	PLAP activator	MT1-MMP txn act	CYP2C9 inh	CD11b adhes enh	CYP2C9 activ	CD11b adhes inh	Pyk2 oligo antag
> CCc1c(O)nc(SCC(=O)Nc2ccc(C)cc2)n(C2CCCCC2)c1=O
  1	1	1.4	1.2	8	2	0.9	32	0.25
> Cc1ccc(Cn2ccc(NC(=O)c3cc(-c4cccs4)on3)n2)cc1
  1	1	0.8	1.1	22	-4	0.8	4	-0.12
> O=C(Cc1cn2ccsc2n1)OCc1ccccc1
  0.8	24	1	1	-15	0	1.2	0	1.9
> COc1ccc(CCNc2nc(N3CCCCC3)nc(N3CCCCC3)n2)cc1OC
  0.2	82*	1.5	1.4	72*	1	0.3	4	-1.2
> Oc1c(C=C2N=c3ccccc3=N2)sc(=S)n1-c1ccc(F)cc1
  1.1	-5	0.7	x	-13	59	1.1	5	-0.87
> CCOC(=O)Cn1c(=N)n(CCOc2ccc3ccccc3c2)c2ccccc21
  0.5	48	1.8	1	1	0	1	28	0.51
> Cc1nn(Cc2ccccc2Cl)c(C)c1NC(=O)CCCn1nc(C)c([N+](=O)[O-])c1C
  0.5	46	1.4	x	9	1	0.9	-7	1.4
> CCOC(=O)CSc1nc(N)c2c3c(sc2n1)CCCC3
  0.6	41	1	1.3	62*	0	0.4	6	0.27
> Cc1c(C(=O)NCCCN2CCCC2=O)oc2ccc(S(=O)(=O)N3CCOCC3)cc12
  1.1	-14	1.5	1.1	-7	0	1.1	10	0.71
> Cc1noc(C)c1COc1cccc(C(=O)Nc2ccc(OCc3ccccc3)cc2)c1
  0.4	62*	0.9	1.2	73*	8	0.3	-9	-0.13
> Cc1cc(C)cc(NC(=O)N2CCCC2C(=O)Nc2ccc(-n3cnnn3)cc2)c1 (centres undefined)
  0.2	83*	0.9	x	4	-1	1	10	-0.44
> CCn1c(O)c(/C=N/N=C/c2ccccc2)c2ccc(C3=NNC(=O)CC3)cc21
  0.6	42	1.2	1.3	64*	9	0.4	-22	-2.3
> O=C(N/N=C\c1ccc(F)cc1)c1cc(OCC(F)(F)F)ccc1OCC(F)(F)F
  1	-1	0.9	x	2	-2	1	4	-0.81
> N#CC1=C(N)SC2(CCCCC2)SC1c1ccccc1 (centres undefined)
  0.7	35	1.3	1	9	-3	0.9	21	0.04
> C=C(C)Cn1c(=S)[nH]c2ccccc2c1=O
  0.7	34	1	1.2	-2	1	1	-1	0.24
> O=C(CCN1C(=O)c2ccccc2C1=O)Nc1cccc(S(=O)(=O)N2CCCCC2)c1
  0.2	81*	1.1	x	92*	-3	0.1	-22	1.3
> CCOc1cccc2sc(NC(=O)CC)nc12
  0.8	18	1	1	75*	-4	0.3	0	-0.46
> O=C(NC1CCCCC1)c1cc(-c2ccco2)on1
  1	0	1	1.7	-176	1	2.8*	-12	-0.2
> Cc1cc(C(=O)Nc2ccccn2)no1
  1.1	-13	0.9	1.2	-4	0	1	-8	0.16
> CC(=O)COC(=O)CCc1nc2ccccc2[nH]c1=O
  0.9	11	1	1.2	14	x	0.9	x	-0.64
> O=C(/C=C/c1ccccc1)c1ccccn1
  0.5	51*	1.1	x	27	x	0.7	x	0.1
> Cc1cc(-c2ccccc2)nc(N(C)NC(=O)c2c(F)cccc2F)c1S(C)(=O)=O
  0.5	51*	1.7	1.2	69*	1	0.3	-34	0.09
> CCOc1ccccc1OCCCC(=O)NC1=NCCS1
  0.6	37	0.8	1	-69	-2	1.7	-14	0.48
> CC(NC(=O)c1ccc(Cl)cc1)C(=O)N1CCCCC1 (centres undefined)
  0.2	78*	1	1.2	15	-2	0.9	8	x
> [O-][N+]12CC[N+]([O-])(CC1)c1ccccc12
  1.1	-5	1	1.1	-2	-4	1	-2	0.39
> O=C1/C(=C/c2cccnc2)Oc2cc(OS(=O)(=O)c3ccc(Cl)cc3)ccc21
  0.7	26	1.4	1	50*	0	0.5	44	-0.75
> CC(=O)N(CC1CCCO1)C1(C(=O)NC2CCCC2)CCCCC1 (centres undefined)
  1	4	1.2	x	-7	2	1.1	3	-0.25
> CN1CC=C2C(C#N)=C(N)C(C#N)(C#N)[C@H](c3cccc(Cl)c3)C2C1 (some centres undefined)
  0.7	28	1	x	38	3	0.6	5	-0.54
> CC1CN(CN2C(=O)c3ccccc3C2=O)CC(C)O1 (centres undefined)
  1	4	1	x	-12	-4	1.1	6	-0.23
> O=[N+]([O-])c1c(C(Cl)Cl)nn(-c2ccccc2)c1N1CCCC1
  0.4	56*	0.9	x	38	-4	0.6	8	-0.44
> CCOC(=O)N1CCN(Cc2ccc(F)cc2F)CC1
  0.7	27	1	1	16	x	0.8	x	-0.53
> CN(C)c1[nH]c(=O)c(C#N)c2c1CCN2Cc1ccccc1
  0.6	39	1	1	-29	-3	1.3	9	0.76
> CCOC(=O)C1=C(Cc2ccc(F)cc2)C(=O)c2ccccc2C1=O
  0.1	87*	0.9	1.1	42	-4	0.6	42	-0.8
> COc1cccc(/C=N\Nc2nncc(-c3ccccc3)n2)c1
  1.1	-7	0.9	x	6	x	0.9	x	-0.26
> CC1(C)CNC(=O)c2sc(N3CCCCC3)nc2C1
  0.9	6	1.1	1.5	-1	4	1	4	-0.41
> CCOC(=O)CNC(=O)C1c2ccccc2C(=O)N(c2ccc(OC)cc2)C1c1ccc(OC)cc1 (centres undefined)
  0.8	20	1.8	1.1	20	-1	0.8	4	-0.01
> CN(C)CCSc1nnc2sc3ccccc3n12
  1.1	-7	0.9	1	-26	-4	1.3	1	0.36
> C=CCn1c(SCC(=O)/C(C#N)=C(\C)N)nnc1C1CCCCC1
  0.2	78*	1.1	1.1	-3	0	1	-9	0.02
> Cc1ccc(S(=O)(=O)NC(=O)Nc2nnc(C3CC3)s2)cc1
  1	5	0.9	x	5	-1	0.9	-16	0.34
> O=C(OCC(=O)N1CCCC1)c1ccco1
  1	1	1.1	1.2	6	-1	0.9	0	-0.06
> OCCN1CN=C(Nc2nc3ccccc3s2)NC1
  0.8	17	1.8	1.1	-5	1	1.1	-14	0.01
> CCOC(=O)N1CCC(Nc2c(NCCCN3CCN(CC)CC3)c(=O)c2=O)CC1
  1	4	1.1	1.1	-20	-1	1.2	9	-0.16
> COC(=O)c1cn(CCOc2ccccc2F)c2ccccc12
  0	98*	1.2	1.7	99*	0	0	4	-1.6
> CCC(=O)Nc1ccccc1C(=O)OCc1ccc(C(=O)c2ccccc2)cc1
  0.6	42	1.2	x	62*	-8	0.4	4	-0.57
> CCC1CC(C)(C(=O)Nc2ccc(S(N)(=O)=O)cc2)OC1=O (centres undefined)
  1.2	-22	1.1	1.2	-22	3	1.2	-18	-0.52
> Oc1ccc(N2CCN(C(c3ccncc3)c3nnnn3C3CCCC3)CC2)cc1 (centres undefined)
  0.5	52*	1	0.9	48	5	0.5	0	-0.36
> O=C(CSc1nc2ccccc2s1)N1c2ccccc2Sc2ccc(Cl)cc21
  1	-4	0.9	x	37	-3	0.6	4	0.27
> CCC(c1nnnn1C1CCCCC1)N1CCN(C2CCCC2)CC1 (centres undefined)
  0.7	28	1.4	1.1	16	-1	0.8	-10	0.15
> O=C(Nc1nc(-c2ccccn2)cs1)c1ccc(Cl)s1
  1	-2	1.2	x	5	1	0.9	24	x
> CCc1cc(C(=O)Cc2nc3ccccc3[nH]2)c(O)cc1O
  0.1	87*	2.3*	1.2	54*	-2	0.5	1	-0.9
> Cc1ccc(C)c(SCC(=O)OCC(=O)c2ccco2)c1
  1	2	1.1	1.1	-16	-5	1.2	9	1.5
> Cc1nccn1CC(=O)O
  0.9	11	0.9	1	-1	2	1	-4	x
> CCOC(=O)CSc1nc2cc(C)ccc2cc1C#N
  1.1	-9	1.1	1.7	-5	x	1.1	x	1.3
> C=CCn1c(CC(=O)Nc2cccc(OC)c2)nnc1SCC(=O)NC1CCCCC1
  1.1	-6	1.3	x	10	x	0.9	x	-0.1
> Cc1cc(=O)oc(C)c1C(=O)Nc1ccc(Cl)cn1
  1.2	-17	0.9	1.4	-18	x	1.2	x	-0.79
> CC1CCN(C(=O)C2CCN(C(=O)c3cc4sccc4n3Cc3ccc(F)cc3)CC2)CC1
  0.7	31	1.4	1	73*	-1	0.3	8	-0.24
> COc1ccc2c(C)c(C(=O)NCC(C)O)oc2c1OC (centres undefined)
  0.9	5	0.8	x	4	x	1	x	1.5
> O=C1CC(c2cccc(F)c2)C2=C(CCCC2=O)N1 (centres undefined)
  0.9	8	0.9	1	12	3	0.9	9	-0.56
> CCCc1[nH]nc2c1C(c1ccc(OC)c(CSC3=NCCS3)c1)C(C#N)=C(N)O2 (centres undefined)
  0.5	45	1.6	1	58*	-6	0.4	28	-0.86
> O=C(O)c1ccc(Cl)c(S(=O)(=O)N2CCCCCC2)c1
  1	0	1.1	1.1	15	-1	0.8	-3	-0.2

Four of the compounds above, with each value named:
SMILES: COC(=O)c1cn(CCOc2ccccc2F)c2ccccc12
  CYP2C19 activ: 0 | CYP2C19 inh: 98* | PLAP activator: 1.2 | MT1-MMP txn act: 1.7 | CYP2C9 inh: 99* | CD11b adhes enh: 0 | CYP2C9 activ: 0 | CD11b adhes inh: 4 | Pyk2 oligo antag: -1.6

SMILES: CCC(=O)Nc1ccccc1C(=O)OCc1ccc(C(=O)c2ccccc2)cc1
  CYP2C19 activ: 0.6 | CYP2C19 inh: 42 | PLAP activator: 1.2 | MT1-MMP txn act: x | CYP2C9 inh: 62* | CD11b adhes enh: -8 | CYP2C9 activ: 0.4 | CD11b adhes inh: 4 | Pyk2 oligo antag: -0.57

SMILES: CCC1CC(C)(C(=O)Nc2ccc(S(N)(=O)=O)cc2)OC1=O (centres undefined)
  CYP2C19 activ: 1.2 | CYP2C19 inh: -22 | PLAP activator: 1.1 | MT1-MMP txn act: 1.2 | CYP2C9 inh: -22 | CD11b adhes enh: 3 | CYP2C9 activ: 1.2 | CD11b adhes inh: -18 | Pyk2 oligo antag: -0.52

SMILES: Oc1ccc(N2CCN(C(c3ccncc3)c3nnnn3C3CCCC3)CC2)cc1 (centres undefined)
  CYP2C19 activ: 0.5 | CYP2C19 inh: 52* | PLAP activator: 1 | MT1-MMP txn act: 0.9 | CYP2C9 inh: 48 | CD11b adhes enh: 5 | CYP2C9 activ: 0.5 | CD11b adhes inh: 0 | Pyk2 oligo antag: -0.36
